# Screens as filed in PubChem.
# mIDH1 inhibitor – qHTS for Inhibitors of mutant isocitrate dehydrogenase 1 (IDH1): qHTS | Isocitrate dehydrogenase [NADP] cytoplasmic (Homo sapiens), O75874 | IDH1-R132H enzyme, NADPH consumption, diaphorase/resazurin fluorescence | Potency, µM (highest dose often 76.6 µM), for inactives: at the highest dose activity change, negative = inhibition, actives largely listed as inhibitors | actives 0.093% (n = 390,000); note: potency is the fitted concentration of half-maximal effect; % is set by controls: 0 for no effect and ±100 for the full control effect; nearly all actives have a fitted effect of over 65% in size
# Target sequence (O75874 whole entry R132H, stated change not applied): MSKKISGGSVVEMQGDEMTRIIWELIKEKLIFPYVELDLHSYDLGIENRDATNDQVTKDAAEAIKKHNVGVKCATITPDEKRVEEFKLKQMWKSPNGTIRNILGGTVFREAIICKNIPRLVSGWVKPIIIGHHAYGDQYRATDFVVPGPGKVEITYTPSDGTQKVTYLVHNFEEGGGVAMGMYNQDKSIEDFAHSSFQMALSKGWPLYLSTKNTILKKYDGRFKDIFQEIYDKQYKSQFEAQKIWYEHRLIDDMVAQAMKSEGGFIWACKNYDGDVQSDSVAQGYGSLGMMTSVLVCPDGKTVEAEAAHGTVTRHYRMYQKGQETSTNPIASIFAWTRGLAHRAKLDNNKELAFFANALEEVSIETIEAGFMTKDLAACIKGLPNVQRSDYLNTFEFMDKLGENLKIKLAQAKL
#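 IDH1-R132H (0.5 ug/mL) preincubated 30 min with compound, then NADPH (0.016 mM) and alpha-KG (2 mM) added; 80 min at RT, pH 7.5. Remaining NADPH coupled via diaphorase/resazurin to fluorescence (540/590 nm); concentration-response curves normalized to no-enzyme control.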
# rTrxR1 inhibitor – qHTS Assay for Inhibitors of Mammalian Selenoprotein Thioredoxin Reductase 1 (TrxR1): qHTS | Thioredoxin reductase 1, cytoplasmic (Rattus norvegicus), O89049 | recombinant rTrxR1, NADPH fluorescence consumption, selenite substrate | actives 1% (n = 390,000) | AID 588453, 2011 | Potency, µM (titrated, usually from 114 µM), inactives show at the top dose activity change, negative = inhibition, hits mostly inhibitors; note: potency is the fitted concentration of half-maximal effect; % is set by controls: 0 for no effect and ±100 for the full control effect; nearly all actives have a fitted effect of over 65% in size
#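 Rat TrxR1 (90 nM in the dispensed reagent) was pre-reduced with 400 uM NADPH for 5 min at room temperature, then incubated with compound for 15 min. After 400 uM selenite was added, NADPH fluorescence (Ex 340/Em 450 nm) was followed for 8 min.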
# D2 ag – HTS Assay for Allosteric Agonists of the Human D2 Dopamine Receptor: Primary Screen for Agonists. activation, % at 2 µM. actives 0.53% (n = 340,000). HEK293 T-REx D2 cells, calcium flux agonist mode. D(2) dopamine receptor (Homo sapiens), P14416;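 active = activation over 3 SD above normal in the single-dose calcium agonist read, cut at about 30% in these data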; note: 0% is about no effect
#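 Tetracycline-induced HEK293 T-REx cells with force-coupled D2 receptor, plated overnight at 30 C, loaded with no-wash calcium dye. After a 10 s baseline, compound was pin-added and calcium flux read kinetically for 180 s; calcium rises flagged agonists.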
# Pin1 inhibitor – qHTS Assay to Find Inhibitors of Pin1 | Peptidyl-prolyl cis-trans isomerase NIMA-interacting 1 (Homo sapiens), Q13526 | Pin1 FP peptide displacement, HiFluor488, 10 min | Potency, µM (top dose mostly 115 µM), for the others: top-dose activity, negative = inhibition, usual class: inhibitors | actives 0.009% (n = 390,000); active = well fitted inhibition curve with a large enough effect in the polarisation, with a control signal flat, not every such curve was filed as active; inconclusive = small, poorly fitted or top-dose-only effect, or effect the other way, or a change in a side signal; inactive = no such curve, though single readings can be large or run the other way; the % refers to the polarisation; note: potency is the fitted concentration of half-maximal effect; % is set by controls: 0 for no effect and ±100 for the full control effect
# Target sequence (Q13526 whole entry, looked up): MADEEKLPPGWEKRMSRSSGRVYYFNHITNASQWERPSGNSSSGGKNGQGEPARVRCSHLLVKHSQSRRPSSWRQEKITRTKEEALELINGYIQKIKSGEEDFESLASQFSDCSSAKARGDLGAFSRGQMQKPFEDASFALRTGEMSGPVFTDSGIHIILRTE
# TRHR PAM – qHTS for Small Molecule Agonists and Allosteric Enhancers of Human TRH Receptor: Primary Screen for Enhancers; TRHR cells, fluo-8 calcium fluorescence, EC20 TRH enhancement; Thyrotropin-releasing hormone receptor (Homo sapiens), P34981; AID 493056, 2011; enhancement, % at 2 µM; actives 0.66% (n = 360,000); in the data active = enhancement above about 30%; note: 0% is about no effect
# Target sequence (P34981 whole entry, looked up): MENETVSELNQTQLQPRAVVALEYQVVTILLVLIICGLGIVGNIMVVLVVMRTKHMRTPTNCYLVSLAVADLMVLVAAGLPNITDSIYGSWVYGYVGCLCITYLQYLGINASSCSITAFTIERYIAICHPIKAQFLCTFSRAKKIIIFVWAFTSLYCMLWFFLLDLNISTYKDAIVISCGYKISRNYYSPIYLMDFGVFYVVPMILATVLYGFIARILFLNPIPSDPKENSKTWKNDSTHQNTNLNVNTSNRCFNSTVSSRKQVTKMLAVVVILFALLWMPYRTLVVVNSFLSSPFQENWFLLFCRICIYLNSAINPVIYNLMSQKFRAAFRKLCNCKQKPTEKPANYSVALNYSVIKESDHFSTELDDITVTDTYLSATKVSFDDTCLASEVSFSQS
#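 Enhancer read-out: after compound pinning and an initial kinetic agonist-mode read, an EC20 of TRH (10 nM final) was injected and fluo-8 calcium signal (Ex 480/Em 530) followed at 1 s/cycle for 100 cycles in TRHR-expressing cells.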
# D2 antag – HTS Assay for Allosteric Antagonists of the Human D2 Dopamine Receptor: Primary Screen for Antagonists. D(2) dopamine receptor (Homo sapiens), P14416. HEK293 TREx D2 cells, calcium flux, dopamine EC80. inhibition, % at 10 µM. actives 2% (n = 340,000); in the data active = inhibition above about 30%; note: 0% is about no effect
#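 Overnight-induced (tetracycline, 30 C) HEK293 T-REx cells carrying force-coupled D2 receive a no-wash calcium dye, then compound, then EC80 dopamine at 180 s; signals are read kinetically throughout.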
# USP1 inh – Inhibitors of USP1/UAF1: Primary Screen; recombinant USP1/UAF1, Ub-Rhodamine cleavage fluorescence; actives 0.23% (n = 390,000); Ubiquitin carboxyl-terminal hydrolase 1 (Homo sapiens), O94782; AID 743255, 2014; Potency, µM (titrated, usually from 57.1 µM), inactives show at the highest dose activity change, negative = inhibition, hits mostly inhibitors; note: potency is the fitted concentration of half-maximal effect; % is set by controls: 0 for no effect and ±100 for the full control effect; nearly all actives have a fitted effect of over 60% in size; inactives centre near -12
#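 USP1/UAF1 complex at 1 nM was preincubated with compound for 15 min at room temperature, then Ub-Rho substrate (150nM final) was added. Fluorescence (480/540 nm) was read kinetically, 6 reads every 60 seconds.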
# TRHR ag – qHTS for Small Molecule Agonists and Allosteric Enhancers of Human TRH Receptor: Primary Screen for Agonists. Thyrotropin-releasing hormone receptor (Homo sapiens), P34981. TRHR cells, calcium flux fluo-8, FDSS agonist mode. activation, % at 2 µM. actives 0.18% (n = 360,000); in the data active = activation above about 30%; note: 0% is about no effect
#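 TRHR-expressing cells loaded with fluo-8 calcium dye; 23 nL library compound pin-transferred, kinetic FDSS fluorescence (Ex 480/Em 530) recorded about 180 s for agonist-induced calcium release, before a 10 nM TRH EC20 addition for potentiator mode.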
# TrxR1 substrate – qHTS Assay for Substrates of Mammalian Selenoprotein Thioredoxin Reductase 1 (TrxR1): qHTS; purified TrxR1 substrate turnover, NADPH consumption readout; Potency, µM (highest dose often 114 µM), inactives show at the top dose activity change, negative = substrate turnover; actives 0.01% (n = 390,000); note: potency is the fitted concentration of half-maximal effect; % is set by controls: 0 for no effect and ±100 for the full control effect; nearly all actives have a fitted effect of over 50% in size
#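 Rat TrxR1, dispensed at 90 nM, was prereduced with 400 uM NADPH (final) for 5 min at ~22 deg C, then incubated with compound 15 min before 400 uM selenite. A first-read NADPH fluorescence drop versus no-compound background flagged substrates.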
# * = called active by the depositor; ? = inconclusive; / = not tested or not shown; & = joins results of further samples; [ ] = another dose, or the depositor's remark. Unless noted, calls come from the whole dose curve; as a rule, active = well fitted inhibition curve with a large enough effect; inconclusive = small, poorly fitted or top-dose-only effect; inactive = no such curve, though single readings can be large or run the other way. The list is partial; rates above refer to the full screens.
canonical_smiles,TRHR PAM,D2 antag,TRHR ag,Pin1 inhibitor,mIDH1 inhibitor,USP1 inh,D2 ag,TrxR1 substrate,rTrxR1 inhibitor
CCCCCC(=O)Nc1nnc(CCc2ccccc2)s1,5,3,0.3,0%,-8%,-22%,1.0,6%,39%
COc1ccc(OC)c(C(C)NC(=S)Nc2ccc(S(=O)(=O)Nc3ncccn3)cc2)c1 (stereo not drawn),26,-3,0.4,6%,-1%,-6%,0.7,0%,-20%
CCSc1nc2ccccc2c(=O)n1Cc1ccc(F)cc1,2,1,-0.6,-3%,3%,-19%,-0.5,6%[57.1 µM],14%[57.1 µM]
CCOCCc1nn2c(=O)cc(CSCC(=O)Nc3cc(C)cc(C)c3)nc2s1,12,10,-0.3,-10%,0%,-5%,-0.1,2%,7%
COc1ccc(CCNC(=O)Cn2cc(C(=O)c3ccc(F)cc3)c(=O)c3ccc(C)nc32)cc1OC,9,/,-0.4,51%[activator],-4%,?,-0.2,-7%[57.1 µM],-5%[57.1 µM]
O=C(Cn1c(=O)nc(-c2ccccc2)c2cc(Cl)ccc21)NCCCc1ccccc1,3,/,-0.2,4%,0%,-18%,0.0,10%,10%
Cc1ccc(OCC(O)Cn2c(=N)n(Cc3ccccc3)c3ccccc32)cc1 (stereo not drawn),8,5,0.6,1%,2%,-6%,-0.5,-6%,-13%
CCC(C)c1ccc(S(=O)(=O)N2CC(=O)Nc3ccccc32)cc1 (stereo not drawn),-9,-2,0.5,0%,5%,-17%,1.9,7%[57.1 µM],10%[57.1 µM]

# A draw from above in order of length of the SMILES, highest first.
canonical_smiles,TRHR PAM,D2 antag,TRHR ag,Pin1 inhibitor,mIDH1 inhibitor,USP1 inh,D2 ag,TrxR1 substrate,rTrxR1 inhibitor
COc1ccc(OC)c(C(C)NC(=S)Nc2ccc(S(=O)(=O)Nc3ncccn3)cc2)c1 (stereo not drawn),26,-3,0.4,6%,-1%,-6%,0.7,0%,-20%
Cc1ccc(OCC(O)Cn2c(=N)n(Cc3ccccc3)c3ccccc32)cc1 (stereo not drawn),8,5,0.6,1%,2%,-6%,-0.5,-6%,-13%
CCSc1nc2ccccc2c(=O)n1Cc1ccc(F)cc1,2,1,-0.6,-3%,3%,-19%,-0.5,6%[57.1 µM],14%[57.1 µM]

# Other entries.
canonical_smiles,TRHR PAM,D2 antag,TRHR ag,Pin1 inhibitor,mIDH1 inhibitor,USP1 inh,D2 ag,TrxR1 substrate,rTrxR1 inhibitor
N=c1sccn1CC(=O)Nc1cc(S(=O)(=O)N2CCCCC2)ccc1Cl,4,2,0.4,2%,4%,-19%,-0.6,7%,19%
Cn1c(=O)[nH]c(=O)c2c1nc(N1CCCCCC1)n2CCSc1nc2ccccc2[nH]1,4,-1,-0.2,-7%,8%,-20%,-0.2,0%,3%
CC(=O)n1cc([C@H]2C=C(C(=O)N3CCOCC3)O[C@@H](OCCCCO)C2)c2ccccc21,/,/,/,4%,-7%,-15%,/,6%,8%
CC(C)C[C@H](NC(=O)c1nc[nH]c1C(=O)N1CCN(C(=O)OC(C)(C)C)CC1)C(=O)OCc1ccccc1,-16,6,0.4,-22%,2%,-23%,0.2,-12%,1%
Cc1cc(C)c(NC(=O)CCCCCNC2CCCCC2)c(C)c1,-3,0,0.4,7%,0%,-19%,0.4,-3%,9%
Cc1cccc2sc(N(Cc3cccnc3)C(=O)CCOc3ccccc3)nc12,2,/,1.5,18%,1%,-15%,-1.1,5%[57.1 µM],?
CCOC(=O)c1sc(N(Cc2ccccc2)C(=O)COC(=O)c2ccccc2O)nc1C,10,-7,-0.3,8%,2%,-15%,-1.7,-2%,0%
COc1cccc(CN2CCC(Oc3ccc(C(=O)NCc4ccccn4)cc3)CC2)c1O,-1,-20,0.4,2%,8%,-9%,0.2,9%,27%
Cc1cc2c(cc1S(=O)(=O)N1CC(C)CC(C)C1)OCC(=O)N2 (stereo not drawn),1,-10,-0.1,7%,10%,-22%,-0.2,0%[57.1 µM],4%[57.1 µM]
CC(=O)c1cc(-c2ccc(F)cc2)n(CCC(=O)Nc2cccnc2)c1C,1,15,-3.8,-4%,0%,-22%,-0.2,1%,17%
CCOc1cc(/C=C2\NC(=O)NC2=O)cc([N+](=O)[O-])c1O,-3,-7,0.2,-14%,-4%,?,0.6,-11%,50µM*
Cc1cc(NC(=O)c2c(F)c(F)c(F)c(F)c2F)no1,-4,13,0.5,0%,-1%,8%,1.3,1%,12%
CCN1CCCC1CNCC(O)COc1ccc(C(C)(C)C)cc1C (stereo not drawn),-1,4,0.5,-6%,8%,-14%,-0.4,4%[57.1 µM],18%[57.1 µM]
COC(=O)CCCNC(=O)c1ccc(OC2CCN(CCc3ccccc3)CC2)cc1,-2,8,1.3,-2%,1%,-9%,1.3,4%,12%
CCCCN1C(N)=NC[C@@H]1c1ccccc1,/,/,/,12%,-9%,18%,/,9%[57.1 µM],17%[57.1 µM]
COc1ccc(S(=O)(=O)Nc2ccc(NC(C)=O)cc2)cc1[N+](=O)[O-],13,-9,0.2,-3%,2%,0%,-0.6,4%[57.1 µM],14%[57.1 µM]
Cn1cnc(S(=O)(=O)Nc2ccc(Cl)c(C(F)(F)F)c2)c1,-7,-1,0.2,4%,-17%,-10%,-0.4,-9%,-15%
O=C(NCc1nc2ccccc2[nH]1)C1=C[C@@H](c2ccc(Br)cc2)C[C@@H](OCc2ccc(CO)cc2)O1,-1,8,-0.9,47%[activator],-4%,7%,0.0,-5%,19%
CCOC(=O)c1cc2sc(C)cc2n1CC(=O)NCc1ccc(F)cc1,-4,-12,2.0,12%,1%,?,1.1,8%,6%
O=C(O)C1(P(=O)(c2ccc(Cl)cc2)c2ccc(Cl)cc2)CCCC1,2,-4,0.2,-1%,4%,-17%,-0.1,8%,16%
COc1ccc(S(=O)(=O)NCc2cccnc2)cc1C(=O)NC1CCCCC1,23,8,0.0,-3%,8%,-10%,0.1,2%,-2%
O=c1c2cc(N3CCOCC3)ccc2[nH]c(=S)n1CCN1CCCC1,3,6,0.7,-1%,2%,-6%,0.4,-3%,-15%
CCOc1ccccc1NC(=O)C1C2CCC(O2)C1C(=O)O (stereo not drawn),9,2,0.2,-1%,21%,-22%,-0.9,9%,24%
CCN(CC(=O)Nc1c(F)cccc1F)C(=O)c1ccc(Cl)c(S(=O)(=O)N2CCCC2)c1,9,-26,-0.2,-2%,-1%,-17%,-0.4,10%[57.1 µM],16%[57.1 µM]
O=C(Nc1cccc(-c2cc3ccccc3oc2=O)c1)c1ccc(Br)o1,5,-13,0.4,40%[activator],-4%,7%,-0.9,44%[activator],13%
COC(=O)c1ccc2c(c1)NC(=O)C1CCCN21 (stereo not drawn),/,/,/,27%,-1%,?,/,6%[57.1 µM],4%[57.1 µM]
O=C(CN(C(=O)Cn1nnc(-c2ccc(F)cc2)n1)c1cnc2ccccc2c1)NCC1CCCO1 (stereo not drawn),1,5,-0.5,5%,8%,-19%,0.0,-6%[57.1 µM],5%
CCn1c(SCC(=O)NC(=O)c2ccccc2OC)nc2ccccc21,-1,-1,-0.9,1%,1%,-19%,0.4,4%,18%
Cc1cc(/C=N/n2cnnc2)c(C)n1-c1ccc(OCc2ccc(F)cc2)cc1,8,0,-0.5,5%,5%,-11%,0.7,1%,13%
Cc1c(Cl)cccc1-n1nc(C)c2c(C)cc(=O)n(CC(=O)NCc3ccccc3)c21,-6,/,-0.6,4%,2%,-10%,/,8%[57.1 µM],15%[57.1 µM]
CCCOC(=O)c1c(NC(=O)C2CCCO2)sc(C(=O)OC)c1C (stereo not drawn),2,3,-0.1,-5%,4%,-6%,0.2,3%[57.1 µM],-1%[57.1 µM]
Cc1cc(=O)n2nc(N3CCC(C(=O)NCc4ccccc4)CC3)sc2n1,-2&-2,16,0.7&0.0,53%&-2%[activator],14%&0%,-4%&-20%,0.7&-0.6,-5%&-7%,-3%&-12%
Cc1cccn2c(=O)c(C(=O)N3CCN(c4ccc(Cl)cc4)CC3)cnc12,6,/,-0.3,-4%,-3%,-26%,0.0,-2%[57.1 µM],3%[57.1 µM]
CCn1c(Cc2ccccc2)nnc1SCC(=O)Nc1ccc(OC)cc1,-1,-4,-0.1,5%,-2%,3%,0.5,-7%[57.1 µM],-2%
Cc1ccc(NC(=S)NN(C)c2cc(C)nc(C)n2)cc1,-2,2,-0.5,16%,0%,-6%,-2.5,-6%,-16%
CC1=C(C#N)C(Nc2ccc(C)cn2)(C(F)(F)F)C(=O)N1 (stereo not drawn),5,12,1.1,-19%,2%,-14%,0.4,-7%,-14%
Cc1ccsc1C(=O)Nc1ccc(C(=O)O)cc1,-11,-4,0.0,6%,0%,4%,0.4,-11%,-11%
CCc1ccc(-n2c(=O)c3c4c(sc3n(CC(=O)NC(C)CC)c2=O)CCCC4)cc1 (stereo not drawn),-1,/,1.3,2%,4%,-6%,0.5,-2%,3%
Cc1ccc(S(=O)(=O)N(CC(=O)O)c2ccc(Cl)c(C(F)(F)F)c2)cc1,2,3,-0.8,-7%,0%,?,0.1,4%[57.1 µM],9%[57.1 µM]
